eLon inh = inhibits E. coli Lon protease. inhibition, % at 7.94 µM. purified E. coli Lon protease, fluorescence polarization. actives 0.42% (n = 360,000). AID 602123; in the data active = inhibition above about 13%, passing the limit was not always enough;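 note: 0% = enzyme with probe and DMSO and 100% = no enzyme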
Target sequence (P0A9M0 whole entry, looked up): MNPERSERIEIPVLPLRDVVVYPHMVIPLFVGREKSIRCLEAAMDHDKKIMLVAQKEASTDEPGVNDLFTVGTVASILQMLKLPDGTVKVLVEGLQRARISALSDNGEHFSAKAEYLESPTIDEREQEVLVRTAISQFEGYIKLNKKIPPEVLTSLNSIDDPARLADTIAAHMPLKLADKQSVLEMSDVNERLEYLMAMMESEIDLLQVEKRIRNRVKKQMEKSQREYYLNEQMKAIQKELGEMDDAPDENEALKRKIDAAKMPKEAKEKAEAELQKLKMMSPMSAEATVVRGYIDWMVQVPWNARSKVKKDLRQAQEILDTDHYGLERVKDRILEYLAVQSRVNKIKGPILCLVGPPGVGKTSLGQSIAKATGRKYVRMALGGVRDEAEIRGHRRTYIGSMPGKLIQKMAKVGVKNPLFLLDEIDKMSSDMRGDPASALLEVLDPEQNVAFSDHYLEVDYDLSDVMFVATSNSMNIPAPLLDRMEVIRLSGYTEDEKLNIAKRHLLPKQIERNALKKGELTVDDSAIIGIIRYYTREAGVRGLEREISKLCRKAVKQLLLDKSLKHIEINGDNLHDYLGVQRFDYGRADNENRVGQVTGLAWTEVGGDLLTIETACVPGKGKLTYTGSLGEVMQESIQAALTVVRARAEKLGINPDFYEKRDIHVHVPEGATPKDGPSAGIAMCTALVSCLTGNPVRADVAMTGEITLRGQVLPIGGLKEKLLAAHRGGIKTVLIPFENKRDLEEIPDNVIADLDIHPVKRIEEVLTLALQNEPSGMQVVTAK
Rin1-Abl PPI inh = blocks binding of human Rin1 to Abl. P00519+Q13671. TR-FRET Rin1/Abl binding, biochemical. inhibition, % at 7.35 µM. actives 0.4% (n = 360,000); in the data active = inhibition above about 5%, passing the limit was not always enough
SKN-1 block = blocks SKN-1 activity in C. elegans. C. elegans VP596 Pgst-4::GFP/RFP ratio, acrylamide-induced, 24 h. inhibition, % at 21.8 µM. actives 0.49% (n = 360,000);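 active = interference check ratio from 0.5 to 1.5 plus GFP to RFP signal ratio inhibition reaching or exceeding a fixed threshold, cut at about 30% in these data, passing the limit was not always enough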; note: some compounds called inactive have numbers as strong as hits
Neddylation inh = inhibitors of human cullin neddylation; TR-FRET cullin neddylation, biochemical; calls only at 25 µM; actives 0.58% (n = 360,000); in the data active = inhibition above about 36%
PABP1 MLLE inh = inhibitors of microRNA-mediated deadenylation, human PABP1 MLLE binding; P11940; GST-MLLE / FITC-PAM2 fluorescence polarization; inhibition, % at 20 µM; actives 0.36% (n = 360,000); in the data active = inhibition above about 35%, passing the limit was not always enough;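 note: plate controls were DMSO wells with GST-MLLE for no effect and wells lacking GST-MLLE protein for full effect; some results filed as inactive read as strong as hits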
MsrA act = activators of bovine methionine sulfoxide reductase A. actives 0.3% (n = 360,000). activation, % at 10.6 µM. purified bovine MsrA, absorbance read-out; in the data active = activation above about 7.5%;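 note: 0% = vehicle and 100% = reference activator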
CendR NRP1 mod = alters CendR peptide binding to human NRP-1 | FAM-RPARPAR peptide binding to NRP-1, fluorescence polarization | O14786 | AID 602438 | inhibition, % at 25 µM | actives 0.85% (n = 360,000);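 active = inhibition or corrected inhibition above about 18%, plus a signal ratio from 0.5 to 1.5, limit read from the data, passing the limit was not always enough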; note: strong numbers were not always called active
MT1-MMP act inh = inhibitors of human MT1-MMP activation; P50281; GFP/RFP ratio change, % at 20 µM; actives 0.061% (n = 360,000); HT1080 RFP-PRO-GFP cells, GFP/RFP ratio fluorescence, overnight; percent of plate control window, DMSO zero; AID 651647;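 active = GFP/RFP ratio change of at least 30% with cell ATP level not reduced by more than half and red fluorescence within 50% of control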; note: strong numbers were not always called active
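Test system: HT1080 RFP-PRO-GFP cells; Benchmarks: DMSO and RFP-L50D-GFP cell wells; Timing: cells overnight before dosing, compound overnight, 37 °C, 5% CO2; Compound: one 20 µM compound dose with 1% DMSO; Read-out: GFP/RFP fluorescence ratio.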
FAS-TE inh = FAS thioesterase (human) inhibition; P49327; recombinant FAS-TE, OMFH fluorogenic substrate, fluorescence endpoint; inhibition, % at 15 µM; actives 0.67% (n = 360,000); AID 602261;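 active = compounds whose normalised, plate-corrected inhibition of enzyme fluorescence in the single-dose primary screen is 50% or more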;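 note: 0% = DMSO with enzyme and 100% = substrate without enzyme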
* marks the source's active call; other numbers are inactive results; i = inactive; x = not tested or not shown; + = active, no number.

SMILES	eLon inh	Rin1-Abl PPI inh	SKN-1 block	Neddylation inh	PABP1 MLLE inh	MsrA act	CendR NRP1 mod	MT1-MMP act inh	FAS-TE inh
Cc1ccc2c(c1)N(CC(=O)NCC1CCCO1)C(=O)C(C(C)C)O2 (stereo not drawn)	-2	1	13	i	-20	-3	-6	-5	2
Nc1ccc2c(c1)C(=O)c1ccccc1C2=O	16	-6	12	i	-1	-4	-4	3	-5
Cc1ccccc1CN1CCNC(=O)C1CC(=O)NCCN1CCCCC1=O (stereo not drawn)	1	0	21	i	19	-2	9	-1	-9
COc1ccc(N2CCN(CCCNS(=O)(=O)c3ccc4c(c3)oc(=O)n4C)CC2)cc1	-6	-1	-3	i	-10	-7	-2	3	-2
CC(C)C[C@@H](CNCC(=O)[C@H](CC(C)C)NC(=O)c1[nH]cnc1C(=O)N[C@H](CN)CC(C)C)NC(=O)c1nc[nH]c1C(=O)N[C@@H](Cc1ccccc1)C(=O)O	4	-3	0	i	-10	1	2	5	-12
COc1ccc(Cl)cc1NC(=O)c1cc(-c2ccccc2)on1	3	3	13	x	3	-6	-1	3	-1
Cc1cccc(NC(=O)CCC(=O)N/N=C/c2ccc(O)cc2O)c1	3	-2	-15	i	6	-4	-6	-1	-3
COc1cc2c(cc1OC)CN(C(=O)C(C)(C)C)CC2	-8	-1	5	i	-8	1	0	0	-3
O=C(CN1C(=O)CSC1=O)Nc1ccc(C(=O)O)cc1	-8	2	-14	i	8	0	5	-1	-3
Cn1c(=O)c2cc(NC(=O)NCc3ccc(F)cc3)ccc2n1Cc1cccc(C(F)(F)F)c1	-1	-2	27	x	-5	-2	-11	3	10
CC(=O)NC(CCS(C)(=O)=O)C(=O)Nc1ccc(Oc2ccccc2)cc1 (stereo not drawn)	-10	1	-1	i	5	-9	9	1	-5
COC(=O)C(C)N(C#N)c1nc(C)cc(C)n1 (stereo not drawn)	4	3	7	i	-27	2	-2	-2	-6
NC(=O)c1ccsc1NC(=O)COC(=O)c1ccccn1	-8	5	3	i	-2	0	-5	-3	-5
Cc1cccc(C)c1NC(=O)CN(C)C(=O)C(c1ccccc1)c1ccccc1	-5	1	8	i	0	-5	4	-2	9
Cc1nnc(NC(=O)c2ccco2)s1	3	-1	-3	i	5	-8	-8	0	-6
O=C(Nc1ccc(Oc2ccc(NC(=O)Nc3ccccc3Cl)cc2)cc1)Nc1ccccc1Cl	5	3	1	i	-1	-1	8	-4	18
CN(C)S(=O)(=O)c1ccc(N2CCCC2)c(C(=O)NC2CCCCC2)c1	-2	6	14	i	-22	-2	9	0	-3
CCOC(=O)c1ccc(N2CCN(c3ccccc3F)CC2)c(NC(=O)Nc2cccc(OC)c2)c1	7	-1	13	i	4	-7	-2	-8	38
Cc1ccccc1-c1nc2c(s1)CCc1onc(-c3ccc(Cl)cc3)c1-2	-8	1	14	i	19	-2	12	1	6
C/C(=N\NC(=O)Cc1ccccc1)c1cccs1	8	-2	-2	i	5	-5	-1	-1	-6
O=C(COc1ccc2ccccc2c1)N/N=C/C1CC=CCC1 (stereo not drawn)	-8	-3	-5	i	-3	3	10	14	7
CC(C)c1c(C(=O)N/N=C/c2cccs2)nnn1-c1nonc1N	3	0	10	i	11	-4	-2	0	-4
NC(=O)C1CCCN(C(=S)NCc2ccc3c(c2)OCO3)C1 (stereo not drawn)	-2	3	-3	i	-82	-5	-1	0	-5
O=C(O)CCCC(=O)Nc1ccn(-c2ccccc2)n1	5	-1	-9	i	0	-11	-8	-2	-19
CCc1nnc(NC(=O)CCC2CCCCC2)s1	5	0	-2	i	4	-1	6	1	-4
COc1cc2c(C(=O)N3CCN(c4cccc(Cl)c4)CC3)cn(C)c(=O)c2cc1OC	-4	17*	17	i	2	-5	-5	-3	0
O=C(N/N=C/c1ccncc1)c1cc(-c2ccc(Br)s2)[nH]n1	-13	-3	15	i	13	-1	1	3	-9
CCCC1(c2ccccc2)NC(=O)N(C/C=C/Cl)C1=O (stereo not drawn)	-9	2	18	i	6	-2	4	-1	0
FC(F)(F)c1cccc(Cc2noc(CN3CCC(c4ccncc4)CC3)n2)c1	8	1	3	i	-3	0	5	-15	9
CC(C)NC(=O)C1(C)CSCC(=O)N1C1CCN(Cc2ccccc2)CC1 (stereo not drawn)	x	x	-3	i	x	x	13	-3	x
Cc1ccc(NC(=O)c2ccc(S(=O)(=O)N3CCCC3)cc2)cc1	-4	0	-14	i	10	-14	-4	0	5
CCOc1ccc(C(=O)NC(=S)Nc2ccc(N3CCC(C)CC3)cc2)cc1[N+](=O)[O-]	1	1	-3	i	16	-6	-2	4	13
COC(=O)CC1C(=O)NCCN1C(=O)c1ccc(S(=O)(=O)N2CCOCC2)cc1 (stereo not drawn)	12	-6	-2	i	18	-3	8	1	-6
N#Cc1nc(COc2cccc(Cl)c2)oc1NCc1ccncc1	-1	0	-20	i	-3	-2	4	-4	-9
CC[C@@]1(C(=O)OC)N[C@H](CN(C)C(=O)Nc2ccccc2)[C@@H]2C(=O)N(C)C(=O)[C@@H]21	-7	2	22	i	-7	-4	-6	2	-10
c1ccc(-n2cc(CN3CCCC3)c(-c3ccc4c(c3)OCO4)n2)cc1	-5	-1	5	i	0	-2	0	-1	-3
Cc1cc(C)c(C#N)c(SCc2nc3ccccc3[nH]2)n1	-3	-2	-17	x	7	3	-1	-1	47
NCc1csc(Nc2nncc3ccccc23)n1	2	-1	12	i	-24	-11	-8	x	-11
Cc1cc(-c2nnc(CCC(=O)NC(C)c3cccc4ccccc34)o2)no1 (stereo not drawn)	3	1	1	i	2	-6	-1	-2	-6
CCCCCC(=O)N1CC2(CC(c3cccc(NC(=O)CC(c4ccccc4)c4ccccc4)c3)=NO2)C[C@@H]1C(N)=O (stereo partly drawn)	-2	5	-5	i	6	2	-10	0	15
CCCNC(=O)NC(=O)COC(=O)/C=C/c1cc(Br)ccc1F	6	-1	4	i	-2	-2	0	0	-2
CCC1Oc2ccccc2N(CC(=O)NC2CCCCC2)C1=O (stereo not drawn)	7	-1	6	i	-9	-1	3	0	-8
O=C(NCc1cccs1)c1cccn2c(=O)c3sccc3nc12	2	0	3	+	0	-1	1	-7	18
CCOc1ccc2nc(NC(=O)C3CCCO3)sc2c1 (stereo not drawn)	2	0	2	i	16	0	-10	4	-5
COc1ccccc1C(=O)NCCC(=O)NC1CCCCC1C (stereo not drawn)	-8	2	-16	i	-8	-7	-2	6	-4
O=c1c2ccccc2c(-c2n[nH]c(=S)o2)nn1Cc1ccccc1	3	2	3	i	-22	4	-15	5	6
Cc1ccc(NC(=S)NCc2ccc3[nH]c4c(c3c2)CCCC4)cc1	-6	2	9	i	-64	-10	-8	6	10
C(=N\N=C\c1cccnc1)/c1cccnc1	-2	-2	15	i	11	-3	8	-1	-8
CCOc1ccc(Nc2oc(-c3ccco3)nc2C#N)cc1	-4	2	-4	i	-8	-1	-22	1	11
CCC(C)C(NC(=O)C(N)CC(C)C)C(=O)NC(CCC(=O)OCc1ccccc1)C(N)=O (stereo not drawn)	-4	5	-1	i	-2	-12	21	6	-9
CC(C)Oc1ccc(C(=O)OC(C)C(=O)Nc2nc(-c3cccc([N+](=O)[O-])c3)cs2)cc1 (stereo not drawn)	-6	-2	2	i	3	-5	16	-13	36
O=C(COC(=O)c1cc(Br)ccc1Cl)NC1CC1	2	-1	18	i	-6	-7	6	4	-8
CCCNC(=O)Cn1c(=O)/c(=C/c2ccc(-c3ccc([N+](=O)[O-])cc3)o2)s/c1=C\C(=O)C(C)(C)C	i	3	5	i	-12	-2	145	-42	-153
C=CCNC(=O)NC(=O)COC(=O)c1ccccc1Sc1ccc(C(F)(F)F)cc1[N+](=O)[O-]	-3	4	1	i	6	-5	3	-1	11
Cc1ccc(NC(=O)COc2ccccc2C(=O)NCc2ccccc2)cc1	-7	1	24	i	-6	-3	-2	1	18
CCc1nnc(SCc2ccc(OC)c(Br)c2)n1N	1	-2	-6	i	-6	0	-8	5	-5
COc1cccc(-c2nc(N3CCC(C)CC3)c3ccccc3n2)c1O	-3	-1	5	i	2	8.2*	9	-12	34
CCn1c(-c2cc(Br)cc(OC)c2O)nc2cc(S(=O)(=O)N(C)C)ccc21	0	1	16	i	4	4	-2	2	8
Cn1c(=N)n(CC(=O)c2ccc(F)cc2)c2ccccc21	4	-1	17	i	5	-2	3	-1	-4
Cc1[nH]n(-c2ccccc2)c(=O)c1N=Nc1c(Cl)cccc1Cl	1	1	10	i	7	0	-5	7	3

Among those listed so far, three have an aryl thioether with sulfur outside any ring.
SMILES	eLon inh	Rin1-Abl PPI inh	SKN-1 block	Neddylation inh	PABP1 MLLE inh	MsrA act	CendR NRP1 mod	MT1-MMP act inh	FAS-TE inh
Cc1cc(C)c(C#N)c(SCc2nc3ccccc3[nH]2)n1	-3	-2	-17	x	7	3	-1	-1	47
C=CCNC(=O)NC(=O)COC(=O)c1ccccc1Sc1ccc(C(F)(F)F)cc1[N+](=O)[O-]	-3	4	1	i	6	-5	3	-1	11
CCc1nnc(SCc2ccc(OC)c(Br)c2)n1N	1	-2	-6	i	-6	0	-8	5	-5

Continued:
SMILES	eLon inh	Rin1-Abl PPI inh	SKN-1 block	Neddylation inh	PABP1 MLLE inh	MsrA act	CendR NRP1 mod	MT1-MMP act inh	FAS-TE inh
CCc1nnc(NC(=O)CCC(=O)O)s1	-8	2	7	i	-9	-3	-5	-2	-5
O=C(NCc1cccc2[nH]ccc12)C1CCC(=O)N(CCc2ccccc2)C1 (stereo not drawn)	0	0	-3	i	-3	-2	4	0	-2
CN(C)S(=O)(=O)c1ccc(-c2cn3ccccc3n2)cc1	4	-3	26	x	26	-2	-6	10	-3
COC(=O)CN1C(=O)C(O)(CC(=O)c2ccc(Br)cc2)c2ccccc21 (stereo not drawn)	-5	-1	-1	i	-9	0	-3	-3	-1
COc1ccc(-c2noc(CN(C(=O)c3ccc4c(c3)OCO4)C(C)C)n2)cc1OC	-4	-1	5	i	-8	-5	-1	1	6
COc1ccc(C(=O)NCCn2cc(SCC(=O)N3CCOCC3)c3ccccc32)cc1	-1	-6	-3	i	19	-1	5	-7	-3
CC(C)(CC(=O)OCC(=O)Nc1ccccc1F)CC1=NS(=O)(=O)c2ccccc2N1	5	1	7	i	-3	-5	9	0	-1
COc1ccc(-c2coc3cc(O)cc(O)c3c2=O)cc1	-3	4	-19	i	-14	-7	-2	3	2
CN1CCNC(=O)C1CC(=O)NCCc1ccccc1F (stereo not drawn)	1	1	-7	i	13	1	17	2	-4
CCCn1c(NCc2ccc(C)o2)nc2ccccc21	-5	2	7	i	-5	-3	1	8	-9
COc1cc(NC(=O)COC(=O)C2CC(O)CN2S(=O)(=O)c2ccc(Cl)cc2)c(C)cc1[N+](=O)[O-] (stereo not drawn)	-5	0	6	i	11	-1	12	-2	2
O=C(OC1CC2CC1[C@H]1CCCCN1C2=O)N1CCN(S(=O)(=O)c2ccccc2)CC1 (stereo partly drawn)	4	x	13	i	x	-3	3	-3	-5
CCOc1nc(N2CCCCC2)nc(-n2cc(-c3ccccc3)nn2)n1	16*	-2	8	i	3	0	11	0	7
COc1c(F)c(F)c(-c2csc(N)n2)c(F)c1F	-14	3	4	i	41*	-3	-1	1	-8
O=C(NCCc1ccccn1)c1cccnc1Oc1ccc(Cl)cc1	2	-3	-1	i	8	-2	7	-2	-2

Screens deposited in PubChem BioAssay by several laboratories.

The order is random; about 4% have a hit in one of these screens.
